Source: PubChem BioAssay
697 NFkB inh – inhibitors of PMA/ionomycin-induced NF-kB reporter, 697 cells, primary screen, B-cell NF-kB inhibitor project, cell-based, luminescence, uHTS. 330,000 tested, 0.33% active. AID 435022, 2010. 697 B-cell NF-kB luciferase reporter, 16 h. inhibition, % at 4 µM; in the data active = inhibition above about 35%
CCR6 antag – CCR6 receptor antagonists, primary screen, cell-based, CHO-K1, luminescence, beta-arrestin, uHTS; C-C chemokine receptor type 6 (Homo sapiens), P51684; CHO-K1 CCR6 PathHunter beta-arrestin, CCL20-stimulated; inhibition, % at 20 µM; 340,000 tested, 0.49% active; AID 493098, 2011;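 active = compounds whose inhibition of the agonist-driven luminescence signal at 20 µM reaches about 50%, limit read from the data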;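 note: cells stimulated with CCL20 at 14 nM final; plate controls were DMSO with CCL20 for no effect and DMSO without agonist for full effect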
Jurkat NFkB inh – inhibitors of induced NF-kB luciferase reporter, primary screen, TCR NF-kB activation inhibitor project, cell-based, luminescence, uHTS; Jurkat, PMA/ionomycin-induced NF-kB luciferase reporter; 330,000 tested, 0.53% active; inhibition, % at 4 µM; in the data active = inhibition above about 50%
CXCR6 block – CXCR6 receptor inhibitors, primary screen, cell-based, beta-arrestin, luminescence, CHO-K1 PathHunter, 1536-well; inhibition, % at 20 µM; 360,000 tested, 0.36% active; in the data active = inhibition above about 34%, passing the limit was not always enough;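 note: antagonist mode with CXCL16 agonist at 10 nM final; 0% = 10 nM CXCL16 with DMSO and 100% = unstimulated wells without agonist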
Target sequence (O00574 whole entry, looked up): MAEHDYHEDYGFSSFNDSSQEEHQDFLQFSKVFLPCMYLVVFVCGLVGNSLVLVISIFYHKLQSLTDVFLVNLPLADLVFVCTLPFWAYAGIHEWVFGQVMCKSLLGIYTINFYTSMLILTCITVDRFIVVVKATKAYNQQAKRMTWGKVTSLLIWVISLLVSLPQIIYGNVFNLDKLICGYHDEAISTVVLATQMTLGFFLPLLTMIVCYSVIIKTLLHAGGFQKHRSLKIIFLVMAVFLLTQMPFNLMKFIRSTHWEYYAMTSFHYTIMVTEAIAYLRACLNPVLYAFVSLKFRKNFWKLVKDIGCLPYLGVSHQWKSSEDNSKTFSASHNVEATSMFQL
UBC13 polyUb – UBC13 polyubiquitin chain formation inhibitors, primary screen, biochemical, TR-FRET, uHTS; Ubiquitin-conjugating enzyme E2 N (Homo sapiens), P61088; inhibition, % at 20 µM; 330,000 tested, 0.47% active; in the data active = inhibition above about 45%, passing the limit was not always enough
Target sequence (P61088 whole entry, looked up): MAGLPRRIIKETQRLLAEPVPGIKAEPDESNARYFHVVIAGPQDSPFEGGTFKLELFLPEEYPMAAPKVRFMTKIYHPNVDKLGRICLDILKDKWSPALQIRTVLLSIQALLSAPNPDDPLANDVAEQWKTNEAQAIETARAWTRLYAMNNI
Gli-Sufu block – Gli-Sufu pathway antagonists, primary screen, luciferase luminescence, Sufu-KO-LIGHT cells, uHTS; AID 588413, 2011; 340,000 tested, 0.74% active; Sufu-KO-LIGHT fibroblasts, Gli luciferase reporter luminescence; inhibition, % at 5 µM;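 active = inhibition above about 55%, limit read from the data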;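 note: 0% = DMSO-treated cells and 100% = wells with medium but no cells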
APJ antagonist – antagonists of human apelin receptor APJ, primary screen, CHO-K1 cells, beta-arrestin complementation, luminescence. P35414. inhibition, % at 20 µM. 330,000 tested, 0.32% active. AID 2521, 2010;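 active = inhibition above about 40% at 20 µM, limit read from the data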;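 note: cells challenged with 10 nM apelin-13 agonist together with compound; plate controls were apelin-13 plus DMSO wells for no effect and DMSO wells lacking apelin-13 for full effect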
EBI2 antag – EBI2 receptor antagonists, beta-arrestin recruitment, primary screen, cell-based, luminescence, 7a,25-OHC stimulation, uHTS. G-protein coupled receptor 183 (Homo sapiens), P32249. 7a,25-OHC stimulated. inhibition, % at 5 µM. AID 651636, 2012. 360,000 tested, 0.81% active; in the data active = inhibition above about 38%;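 note: enzyme fragment complementation signal reports receptor beta-arrestin coupling in cells; 0% = agonist plus DMSO wells and 100% = wells without agonist; some results beyond the cut were filed as inactive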
Target sequence (P32249 whole entry, looked up, the tested form may be a part): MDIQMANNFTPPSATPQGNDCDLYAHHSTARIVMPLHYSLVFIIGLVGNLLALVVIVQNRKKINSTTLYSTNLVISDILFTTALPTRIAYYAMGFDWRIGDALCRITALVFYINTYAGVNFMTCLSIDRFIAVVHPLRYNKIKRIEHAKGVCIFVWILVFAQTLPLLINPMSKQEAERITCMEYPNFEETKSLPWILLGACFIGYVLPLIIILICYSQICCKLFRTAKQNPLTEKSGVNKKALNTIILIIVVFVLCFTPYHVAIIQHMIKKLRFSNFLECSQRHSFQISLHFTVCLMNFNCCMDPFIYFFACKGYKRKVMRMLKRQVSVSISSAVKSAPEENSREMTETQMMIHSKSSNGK
Numbers without * were called inactive; . = no result given.

SMILES | 697 NFkB inh | CCR6 antag | Jurkat NFkB inh | CXCR6 block | UBC13 polyUb | Gli-Sufu block | APJ antagonist | EBI2 antag
CN1C(=O)CSC1=NCC12CC3CC(CC(C3)C1)C2 | 0 | 28 | -26 | 0 | 6 | 0 | 0 | -16
CC(=O)c1cccc(NC(=O)Nc2csc3c2CCCC3)c1 | 5 | -9 | 2 | 4 | 0 | -1 | -3 | 4
COc1ccc(C)cc1NC(=O)CNc1ccccc1CN(C)C1CCCCC1 | -16 | 13 | -5 | 4 | 18 | 0 | 10 | -4
COc1ccc(S(=O)(=O)N2C[C@H]3CON(C)[C@H]3C[C@H]2c2cccc(Br)c2)cc1 | . | 11 | . | 0 | . | 10 | . | -5
Clc1ccc(CNc2ccc(CNc3ncn[nH]3)cc2)cc1 | -27 | 6 | -18 | -9 | -8 | -29 | 5 | 6
Cc1cc(/C=C(\C#N)C(=O)Nc2ccc(Cl)cc2)c(C)n1-c1ccc(N2CCOCC2)c([N+](=O)[O-])c1 | 1 | 23 | 17 | 13 | -24 | 17 | 2 | 14
Clc1ccc(C(c2nnnn2C2CCCCC2)N(Cc2cccnc2)Cc2ccco2)cc1 (stereo not drawn) | . | 21 | . | 20 | . | -2 | . | 11
COc1ccc(C(C)=O)cc1COC(=O)CCNS(=O)(=O)c1ccc(C)c(C)c1 | -10 | 12 | 13 | -6 | -1 | -1 | -22 | -2
CC(=O)c1ccccc1NC(=O)CSc1nc2ccccc2c(=O)n1CCCN1CCOCC1 | -20 | 6 | -3 | 6 | 2 | 6 | 3 | -1
CN(C)c1cccc2c1c(NC(=O)c1ccc(F)cc1)nn2C | 0 | -3 | 6 | -4 | -7 | 4 | -20 | 1
O=C(Nc1ccc(CN2CCS(=O)(=O)CC2)cc1)c1ccc(F)cc1 | 11 | 15 | -3 | 0 | 0 | 2 | -13 | -12
COc1ccc(OC)c(S(=O)(=O)n2ccnc2C(C)C)c1 | 28 | 9 | 4 | 4 | 4 | 10 | 14 | -9
NS(=O)(=O)c1ccc(CCNC(=O)C2CCN(S(=O)(=O)c3c(Cl)cccc3Cl)CC2)cc1 | -1 | 9 | 15 | 2 | 4 | 2 | 4 | -5
O=C(/C=C/c1ccc2c(c1)OCO2)Nc1nc(-c2ccc(F)cc2)cs1 | -20 | . | 4 | . | -4 | . | -7 | .
CCN1C(=O)C(=O)N(CC(=O)c2[nH]c(C)c(C(C)=O)c2C)C1=O | 5 | 5 | 0 | -5 | 5 | -9 | 18 | -12
CC(C)CNC(=O)c1ccc(Cl)c(N)c1 | 22 | . | 3 | . | 18 | . | 12 | .
CCOC(=O)Cn1c(-c2cccnc2Cl)nc2cc(Cl)c(Cl)cc21 | 6 | 4 | -5 | -2 | -6 | 4 | 21 | 11
O=C1C(=O)N(c2ccccn2)C(c2ccc(F)cc2)/C1=C(/O)c1ccc(Br)cc1 (stereo not drawn) | 15 | 0 | -3 | 1 | -2 | 1 | 20 | -13
COc1cc(/C=N/O)cc(Br)c1OCc1cccc(Cl)c1 | 1 | 16 | 5 | -6 | 8 | -14 | -8 | 13
COc1ccc(CCC(=O)Nc2cccc(Cl)c2)cc1 | 8 | 23 | -2 | -2 | 20 | 9 | 2 | 15
COc1ccccc1N1CN(S(=O)(=O)c2ccc(C)cc2)c2nc3ccccc3nc21 | -66 | 10 | -43 | 4 | -15 | 0 | 8 | 14
CC(C)(C)C(=O)OC/C(N)=N/OC(=O)c1ccccc1 | 3 | -5 | -2 | 1 | 5 | -4 | -10 | 0
COc1ccc(C2C3=C(CC(C)(C)CC3=O)Nc3n[nH]c(C)c32)cc1 (stereo not drawn) | 9 | 5 | 1 | -5 | 3 | 16 | 1 | 8
N/C(=N\S(=O)(=O)c1cccs1)c1ccccc1 | 16 | 4 | 15 | 5 | 0 | -7 | 5 | 12
COc1ccc(Br)c2c1C(=O)CC2 | -24 | -9 | -12 | -9 | 0 | -13 | 11 | -5
O=C1C(Cl)=C(N2CCCCCC2)C(=O)N1c1ccccc1Cl | 6 | 20 | -16 | -5 | 2 | 9 | 15 | 8
CC(C)CC1NC(=O)N(Cc2cc(=O)n3ccsc3n2)C1=O (stereo not drawn) | 20 | -5 | 7 | -3 | 4 | 0 | 5 | -1
COc1cc(Nc2ncnc(N)n2)cc(OC)c1 | 3 | -2 | 8 | -2 | 6 | -8 | 14 | -9
CC(C)C(OC(=O)c1cccs1)C(=O)NC1CCCCC1 (stereo not drawn) | -8 | 1 | -21 | -7 | 5 | 0 | -7 | -1
Cc1ccc(NC(=O)C2CCCN(C(=O)c3ccc(Cl)cc3)C2)cc1S(=O)(=O)N1CCOCC1 (stereo not drawn) | -2 | 13 | 19 | -6 | -1 | 21 | -15 | 11
COCCCn1c(SCC(=O)NC2CCCC2)nnc1-c1cccs1 | 1 | 7 | 3 | -1 | 4 | 4 | 6 | -2
Cc1cc(NC(=O)CSc2nnc(-c3ccco3)n2C)no1 | 11 | -2 | -5 | -6 | 13 | 6 | 12 | 0
O=C(COc1ccccc1-c1ccccc1)N/N=C/c1cccc2ccccc12 | 22 | 1 | 56* | 7 | -5 | 44 | -12 | -3
CCOC(=O)[C@H]1[C@H]2COc3ccc(OC)cc3[C@@H]2N2C(=O)CN(Cc3ccc(OC)cc3)C(=O)[C@@]12C | 20 | 0 | 3 | -2 | 9 | -5 | -5 | 10
CCC(C)(C)C1CCc2[nH]nc(C(=O)NCc3ccccn3)c2C1 (stereo not drawn) | -17 | 11 | -1 | -8 | 0 | -1 | -22 | 2
COc1ccc(O)c(CN2CC3CCC(CC3)C2)c1 | . | 9 | . | 1 | . | 1 | . | 3
COc1ccc(Cl)cc1Nc1nc(C)cc(C)c1C(N)=O | 8 | 7 | 3 | -1 | 4 | 4 | 13 | -2
O=C(NCCc1ccccc1)C(=O)NCC1(c2ccccc2)CCCC1 | -1 | 0 | 21 | -7 | 4 | 2 | -7 | 0
CC(C)OCCCNC(=O)[C@H]1N2C(=O)c3ccccc3C2SC1(C)C (stereo partly drawn) | 9 | 20 | -10 | 6 | 6 | 4 | 15 | -11
Brc1ccc(Br)c2cnccc12 | . | 1 | . | -11 | . | 24 | . | 4
Cc1cc(C)cc(CC2CC(=O)N(c3cc(C)on3)C2=O)c1 (stereo not drawn) | 1 | 6 | -6 | -4 | -8 | 4 | 2 | -10
O=C(c1ccc(N2C(=O)C3CC=C(Cl)CC3C2=O)cc1)N1CCOCC1 (stereo not drawn) | 2 | 1 | -6 | 2 | -7 | -3 | -3 | 2
CC(C)=NNc1nc2c(c(=O)[nH]c(=O)n2C)n1CCCc1ccccc1 | 10 | 7 | -8 | -3 | -1 | 0 | -2 | 7
Cn1cccc1-c1cc(C(=O)N/N=C/c2ccc([N+](=O)[O-])cc2)[nH]n1 | 22 | -4 | -15 | -9 | -1 | 2 | -33 | -3
CN(c1ccc(OCCOc2ccccc2Cl)cc1)S(=O)(=O)c1ccccc1 | 5 | 23 | 4 | 2 | 11 | -5 | 2 | 24
CC(=O)c1cccc(NC(=O)C2C(c3ccccc3)C2(Cl)Cl)c1 (stereo not drawn) | 5 | -2 | -4 | -4 | -1 | 5 | 26 | 7
CCOC(=O)c1cc(=O)[nH]c2ccccc12 | 9 | -7 | 11 | 0 | 7 | 2 | -13 | 2
CCN(C[C@H]1N[C@@](C)(C(=O)OC)[C@H]2C(=O)N(C)C(=O)[C@@H]12)S(=O)(=O)c1ccc(OC)cc1 | -10 | -8 | -7 | -5 | 3 | 2 | 7 | -7
COc1cc(/C=N/Nc2nncn2N)ccc1OCc1c(C)no[n+]1[O-] | 21 | -18 | 11 | -20 | -2 | 2 | -62 | 2
O=C(Nc1cccnc1Cl)c1cc(-c2cccc(O)c2)on1 | 16 | 18 | -30 | -10 | 3 | -5 | 15 | -6

Limited to EBI2 antag and 697 NFkB inh (5 entries from above):
SMILES,EBI2 antag,697 NFkB inh
COc1ccc(O)c(CN2CC3CCC(CC3)C2)c1,3,.
COc1cc(/C=N/O)cc(Br)c1OCc1cccc(Cl)c1,13,1
Clc1ccc(CNc2ccc(CNc3ncn[nH]3)cc2)cc1,6,-27
O=C1C(=O)N(c2ccccn2)C(c2ccc(F)cc2)/C1=C(/O)c1ccc(Br)cc1 (stereo not drawn),-13,15
CC(=O)c1ccccc1NC(=O)CSc1nc2ccccc2c(=O)n1CCCN1CCOCC1,-1,-20

(list continues)
SMILES | 697 NFkB inh | CCR6 antag | Jurkat NFkB inh | CXCR6 block | UBC13 polyUb | Gli-Sufu block | APJ antagonist | EBI2 antag
O=C(Nc1c(S(=O)(=O)c2ccccc2)csc1Br)c1ccccc1Cl | -11 | 10 | -13 | -13 | -7 | 4 | 3 | 6
C#CCOCCOCCOCCNc1nc(N2CCN(C(=O)Cn3cc(CCCCN)nn3)CC2)nc(N2CCN(C(=O)[C@H](C)n3cc(CCC(=O)O)nn3)CC2)n1 | . | -2 | . | -3 | . | -6 | . | 11
COc1cc(CCC(=O)OCC(=O)N2CC(=O)Nc3ccccc32)cc(OC)c1OC | 17 | 1 | 9 | 14 | 19 | 10 | 3 | -5
CCN(C(=O)CN1C(=O)S/C(=C\C=C\c2ccccc2)C1=O)C1CCS(=O)(=O)C1 (stereo not drawn) | -64 | 10 | -3 | -7 | -7 | -28 | 12 | 2
NC(=O)c1ccccc1NS(=O)(=O)c1ccc(S(=O)(=O)N2CCCC2)cc1 | 14 | -2 | -13 | -4 | -4 | 7 | 14 | -8
CCN(CC)c1ccc(N)cc1S(=O)(=O)Nc1ccc(OC)cc1 | 9 | 6 | 2 | -2 | 15 | 12 | 8 | -5
O=C(CSc1ccc(-c2nc3ccccc3[nH]2)cn1)Nc1ccc(S(=O)(=O)NC2CC2)cc1 | 7 | 8 | -6 | -11 | 4 | . | -27 | 4
CN(C)/C=C(\C#N)c1nc2ccccc2[nH]1 | -3 | 7 | -19 | 6 | -11 | -5 | 9 | -12
Cc1ccccc1NCC(=O)N/N=C\c1ccc2c(c1)OCO2 | -1 | -3 | -11 | -2 | -7 | 23 | 1 | 9
COc1ccccc1-c1nc2ccccc2nc1-c1ccccc1 | -9 | 12 | 13 | 9 | 4 | -4 | 22 | 5
O=C(Cn1ccc([N+](=O)[O-])n1)Nc1nccs1 | 13 | -2 | 3 | -1 | -12 | 8 | -14 | -3
COc1ccc(/C=N/NC(=O)CNS(=O)(=O)c2ccc(C)cc2)cc1 | 1 | 3 | 0 | -8 | -3 | 0 | 1 | 7
COCCCNC(=O)c1cn(CC(C)C)c(=O)c2c1c1ccccc1n2C | -3 | 4 | 1 | 4 | 30 | 3 | 6 | 3
COc1ccccc1CCCNC(=O)C1CCC(=O)N(Cc2ccccc2F)C1 (stereo not drawn) | -87 | -5 | -72 | 6 | 3 | -4 | -6 | 10
Cc1ccccc1NS(=O)(=O)c1ccc2[nH]cc(C(=O)NCCCN3CCOCC3)c(=O)c2c1 | 15 | -23 | 7 | -3 | -9 | 4 | -21 | -6
O=C(Nc1cccc2cccnc12)c1ccc(Cl)cc1Cl | -5 | 10 | 9 | 3 | 3 | -6 | 2 | -17
Cc1ccc(S(=O)(=O)Nc2cccc(C(=O)N3CCCC3)c2)cc1F | 29 | 3 | -7 | -4 | 1 | -18 | -49 | 0
O=C(O)C(Nc1nc(C(F)(F)F)nc2ccccc12)c1ccccc1 (stereo not drawn) | 10 | 5 | 7 | 4 | 8 | 7 | 18 | 3
O=C(NNc1ncnc2c1cnn2-c1ccc(F)cc1)c1cccs1 | 13 | 8 | -14 | -4 | 1 | 5 | 3 | -5
Cc1cc(/C=C2/C(=O)N(C)C(=S)N2C)c(C)n1C1CC1 | 9 | -23 | -8 | 2 | -27 | -31 | 23 | -9
